Luc counter: Kinase-Glo luciferase inhibition (counter-screen) | Q27757 | Kinase-Glo luciferase, ATP luminescence, 8 min | Potency, µM (series often up to 38.3 µM), inactives show at the highest dose activity change, negative = inhibition, actives largely listed as inhibitors | 0.28% of 200,000 active; note: potency is the fitted concentration of half-maximal effect; % is set by controls: 0 for no effect and ±100 for the full control effect; nearly all actives have a fitted effect of over 60% in size
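Recombinant Kinase-Glo luciferase, 10 uM ATP (linear range), luciferin; imidazole pH 7.2 / KCl / MgCl2 / Tween / BSA buffer; 8 min RT; luminescence.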
IMPase Li inh: IMPase inhibition in cells with lithium potentiation | CHO-M1 cells, IP1 TR-FRET (IP-One), carbachol + lithium | Potency, µM (highest dose often 59.4 µM), for the others: top-dose activity, negative = IMPase inhibition, most hits filed as inhibitors | 0.35% of 210,000 active;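 note: IP1 builds up when IMPase is blocked and the TR-FRET signal falls; potency is the fitted concentration of half-maximal effect; plate controls were basal vehicle for no effect and high inhibitor control for full effect; nearly all actives have a fitted effect of over 50% in size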
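Steps: plate 2000 CHO-M1 cells per well and culture 16–30 h; add compound and lithium; incubate 30 min, 37C; add d2-IP1 tracer and Eu cryptate anti-IP1 antibody in lysis buffer; read after 10 min at room temperature.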
CBFb RUNX1 block: CBF-beta/RUNX1 interaction disruption | Q01196+Q13951 | AlphaScreen CBFb-His/RUNX1-biotin binding, biochemical | Potency, µM (titrated, usually from 59.8 µM), inactives show at the highest dose activity, negative = inhibition, most hits filed as inhibitors | 230,000 tested, under 10 active | AID 1477; note: % of control where 0% means no effect
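His-tagged CBF-beta and biotinylated RUNX1 (30 nM each) were premixed 20 min at room temperature, exposed to compound for 15 min, then given nickel-chelate and streptavidin AlphaScreen beads (50 ng each). After 90 min, AlphaScreen signal was read.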
Epigenetic derep: derepresses silenced GFP reporter in murine cells | murine LDR cells, GFP reporter derepression, 30 h | Potency, µM (titrated, usually from 53.9 µM), inactives show at the top dose GFP activation, actives largely listed as activators | 0.2% of 280,000 active | AID 1865; note: potency is the fitted concentration of half-maximal effect; % of control where 0% means no effect; nearly all actives have a fitted effect of over 60% in size
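In this reporter-derepression format, murine cells bearing a silenced integrated CMV-GFP locus incubate with test compound (30 h, 37 C), then are washed and imaged; fluorescent objects of 20–120 um count as induced cells.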
L3MBTL1 block: inhibitors of human L3MBTL1; Q9Y468; AlphaScreen L3MBTL1–H3K9me1 peptide binding; Potency, µM (top dose mostly 57.1 µM), inactives show at the highest dose activity, negative = inhibition, hits mostly inhibitors; 0.66% of 230,000 active; AID 485360; note: potency is the fitted concentration of half-maximal effect; % is set by controls: 0 for no effect and ±100 for the full control effect; nearly all actives have a fitted effect of over 60% in size
Target sequence (Q9Y468 whole entry, looked up): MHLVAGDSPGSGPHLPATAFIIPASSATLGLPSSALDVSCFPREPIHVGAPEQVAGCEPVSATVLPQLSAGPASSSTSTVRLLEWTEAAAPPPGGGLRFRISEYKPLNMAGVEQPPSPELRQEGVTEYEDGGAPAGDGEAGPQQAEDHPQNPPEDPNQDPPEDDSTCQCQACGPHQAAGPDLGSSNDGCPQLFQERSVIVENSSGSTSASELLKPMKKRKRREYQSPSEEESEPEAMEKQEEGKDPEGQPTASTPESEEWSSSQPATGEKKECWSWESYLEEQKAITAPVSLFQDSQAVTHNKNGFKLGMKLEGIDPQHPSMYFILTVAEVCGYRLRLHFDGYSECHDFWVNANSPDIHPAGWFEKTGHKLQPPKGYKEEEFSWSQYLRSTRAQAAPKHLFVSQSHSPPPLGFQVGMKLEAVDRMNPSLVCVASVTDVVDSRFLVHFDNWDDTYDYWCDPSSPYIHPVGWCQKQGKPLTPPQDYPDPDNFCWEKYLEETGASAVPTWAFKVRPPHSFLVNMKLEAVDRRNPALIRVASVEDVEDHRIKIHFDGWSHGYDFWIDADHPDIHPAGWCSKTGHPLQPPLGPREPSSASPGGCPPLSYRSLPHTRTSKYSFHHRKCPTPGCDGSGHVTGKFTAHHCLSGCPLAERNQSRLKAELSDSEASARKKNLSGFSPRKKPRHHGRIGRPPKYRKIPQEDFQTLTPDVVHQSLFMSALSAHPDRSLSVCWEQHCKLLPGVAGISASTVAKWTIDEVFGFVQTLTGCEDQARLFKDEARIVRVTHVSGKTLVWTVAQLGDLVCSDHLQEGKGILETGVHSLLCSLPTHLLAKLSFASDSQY
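First, the protein-peptide complex forms for 30 min at room temperature (L3MBTL1 50 nM, biotinylated H3K9me1 peptide 75 nM). Next, compounds are pin-transferred and incubated 30 min. Finally, AlphaScreen beads are added and read after 30 min.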
NPSR antag: blocks cAMP signaling of the human neuropeptide S receptor; CHO-NPSR cells, cAMP TR-FRET, antagonist mode; Potency, µM (top dose mostly 38.3 µM), for inactives: at the highest dose activity change, negative = inhibition, hits mostly inhibitors; 1% of 220,000 active; AID 1461; note: potency is the fitted concentration of half-maximal effect; % is set by controls: 0 for no effect and ±100 for the full control effect; nearly all actives have a fitted effect of over 50% in size; many of its hits are not listed in these tables
HTT aggregate: inhibitors of mutant huntingtin aggregate formation in PC12 cells; AID 1688; Potency, µM (highest dose often 46.1 µM), without a hit: at the top dose activity change, negative = inhibition, hits mostly inhibitors; PC12 HttQ103-GFP aggregates, Acumen cytometry, 40 h; 1.1% of 220,000 active; note: potency is the fitted concentration of half-maximal effect; % is set by controls: 0 for no effect and ±100 for the full control effect; nearly all actives have a fitted effect of over 60% in size
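Multiplexed with ATP-based cell death, this channel scores GFP aggregates in PC12 cells expressing inducible HTTex1-Q103-GFP. Induction used 100 nM tebufenozide; compounds were tested in concentration series.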
* hit, by the source's call; u = inconclusive; x = no result given; & = joins results of further samples; [ ] = another dose, or the depositor's remark. Calls come from the whole dose curve; as a rule, active = well fitted curve in the direction sought with a large enough effect; inconclusive = small, poorly fitted or top-dose-only effect, or another doubt; inactive = no such curve, though single readings can be large; an effect the other way counts as inactive or inconclusive.

no. | SMILES | Luc counter | IMPase Li inh | CBFb RUNX1 block | Epigenetic derep
1 | CCCc1n[nH]c2c1C(=O)CC(C)(C)C2 | 1% | -2%[38.3 µM] | 5% | 1.9%
2 | O=C(Nc1cccc(S(=O)(=O)N2CCCCCC2)c1)c1ccc2ccccc2n1 | -1% | 11% | 3% | 1.0%
3 | C/C(=N\Nc1ccc(C(F)(F)F)cc1[N+](=O)[O-])C(C)C | 0% | 1% | -3% | 1.1%
4 | C=C(C(C)=O)C(O)c1ccccc1 (configuration not stated) | -6% | 58%[activator] | -8% | u
5 | CCOC(=O)C(NC(C)=O)C(=O)Nc1ccc(C(C)C)cc1 (configuration not stated) | 0% | 2% | 2% | -0.9%[10.1 µM]
6 | Cc1cnc(CNc2nc(-c3ccc(C(=O)N(C)C)cc3)nc3ccccc23)cn1 | -30% | 0% | x | -2.6%
7 | Cc1cccc(C)c1-n1c(C)nn(CC2CC2)c1=O | 0% | 1% | -2% | -1.3%
8 | O=C1C2C(c3ccccc3)C=CC(c3ccccc3)C2C(=O)N1CCO (configuration not stated) | x | x | 5% | 2.0%

no. | L3MBTL1 block | NPSR antag | HTT aggregate
1 | 4% | -2%[46.1 µM] | -11%
2 | -2% | -19% | u
3 | -19% | -5% | 3%
4 | x | x | x
5 | 8% | 3% | 11%[9.22 µM]
6 | x | x | x
7 | 24% | 10% | 1%
8 | 2% | -14%[46.1 µM] | 3%

Continued.
no. | SMILES | Luc counter | IMPase Li inh | CBFb RUNX1 block | Epigenetic derep
9 | CC(=O)N1c2c(cc(Br)cc2S(=O)(=O)NCc2cccnc2)CC1C (configuration not stated) | 1% | -6%[38.3 µM] | 4% | -7.6%
10 | COc1cccc(-c2noc(C3CCCN(S(=O)(=O)c4cccc(Cl)c4C)C3)n2)c1 (configuration not stated) | 2% | 22%[38.3 µM] | 20% | -0.7%
11 | Cc1cc(Cl)cc(Br)c1OCCCN1C(=O)NC(C)(C)C1=O | -1% | 2%[38.3 µM] | -2% | -2.9%
12 | O=C(CSc1ccc2nnc(-c3ccc(F)cc3)n2n1)NCc1ccco1 | 1% | 0% | -4% | -0.1%
13 | CCCNC(=O)NC(=O)COC(=O)CC(NC(N)=O)c1ccc(Cl)cc1 (configuration not stated) | 5% | -5% | -6% | 1.0%
14 | Cc1csc(NC(=O)c2ccc(Cl)cc2[N+](=O)[O-])n1 | -4% | 2% | u | -1.4%
15 | O=c1cc[nH]c2c(Cl)cccc12 | x | x | 18% | 2.8%
16 | COc1ccc(-c2nnc3sc(COc4ccccc4)nn23)cc1 | -2% | 14%[38.3 µM] | 1% | 0.6%

no. | L3MBTL1 block | NPSR antag | HTT aggregate
9 | 3% | -13%[46.1 µM] | 14%
10 | 17% | -18%[46.1 µM] | 17%[9.22 µM]
11 | x | -7%[46.1 µM] | -9%
12 | u | -1% | -7%
13 | -6% | 29% | 8%
14 | x | -5% | -15%
15 | 4% | -23% | 2%[9.22 µM]
16 | 6% | u | -17%

Next section.
no. | SMILES | Luc counter | IMPase Li inh | CBFb RUNX1 block | Epigenetic derep
17 | O=C(/C=C/Nc1ccc(OC(F)(F)F)cc1)C(F)(F)F | -7% | 6%[38.3 µM] | -5% | -1.1%
18 | CS(=O)(=O)/C(C#N)=C/c1c(-c2ccccc2)nc2n1CCS2 | x | x | 13% | -1.0%
19 | CCOC(=O)CNC(=O)c1ccc2c(c1)OCCO2 | -10% | -18%[38.3 µM] | 8% | -0.7%
20 | COc1c(Cl)cnn(-c2ccc(Cl)c(Cl)c2)c1=O | -3% | 1% | -11% | 0.0%
21 | O=C(COC(=O)c1ccc(Br)o1)Nc1nc2c(F)c(F)c(F)cc2s1 | x | x | -16% | 1.1%
22 | Nc1ccc(N2CCCCC2)c2nonc12 | -7% | 6% | 0% | 0.0%
23 | CCN1CCc2nc(N)sc2C1 | 0% | -7% | -5% | -0.9%
24 | CC1CCCCN1S(=O)(=O)c1ccc(C(=O)Nc2nnc(-c3ccccn3)o2)cc1 (configuration not stated) | 1% | -2% | u | 14%

no. | L3MBTL1 block | NPSR antag | HTT aggregate
17 | -3% | -6%[46.1 µM] | 1%
18 | x | -1% | -19%[9.22 µM]
19 | -2% | 13%[46.1 µM] | -11%
20 | 26% | -34% | -7%
21 | -27% | -6% | 9%[9.22 µM]
22 | u | 19% | 2%[9.22 µM]
23 | 2% | 8% | 17%
24 | x | -24% | -11%

Remaining list, next part.
no. | SMILES | Luc counter | IMPase Li inh | CBFb RUNX1 block | Epigenetic derep
25 | CC1CN(C(=O)CSc2nnc(-c3ccncc3)n2-c2ccccc2)CC(C)O1 (configuration not stated) | 3% | 23%[38.3 µM] | u | 0.9%
26 | O=C(Oc1ccc(Br)cc1C(=S)N1CCCC1)c1ccccc1F | -1% | -3% | -2% | 0.0%
27 | Cc1oc2c(CN3CCCC3)c(O)ccc2c(=O)c1-c1ccc(Cl)cc1 | -7% | -21%[38.3 µM] | 3% | -3.2%
28 | O=C(c1cc(Cl)cc(Cl)c1)N1CCC(=O)N(C(COCc2ccccc2)Cc2ccccc2)CC1 (configuration not stated) | 1% | 13% | 0% | 0.2%
29 | COc1ccc(Cl)cc1NC(=S)NCCSc1ccc(C)cc1 | x | x | -4% | 1.0%
30 | COc1ccc2nc(C)cc(SCC(=O)Nc3c(C)cc(C)cc3C)c2c1 | 0% | u | -5% | 0.0%
31 | CCCCn1c(NCc2cccs2)nc2ccccc21 | 2% | 14% | -1% | 0.1%
32 | Cc1cccc(CSCCNC(=O)c2ccc(CN3CCOCC3)cc2)c1 | 2% | 4% | -4% | 0.9%

no. | L3MBTL1 block | NPSR antag | HTT aggregate
25 | -11%[11.4 µM] | 3%[46.1 µM] | u
26 | -2% | -9% | 2%
27 | -2% | -11%[46.1 µM] | -5%
28 | -5% | -48% | -26%
29 | 30% | u | u
30 | 4% | u | -1%
31 | 4% | -11% | u
32 | -7% | 3% | 10%

Next entries follow.
no. | SMILES | Luc counter | IMPase Li inh | CBFb RUNX1 block | Epigenetic derep
33 | Cc1ccc2nc(N3CC(=O)Nc4ccccc43)nc(-c3ccccc3)c2c1 | 2% | 17% | 0% | u
34 | NC(=O)N1c2ccccc2C=Cc2ccccc21 | 2% | -3%&2%&8%&-6%&25% | -13% | -1.0%
35 | Cc1ccc(S(=O)(=O)N(C)/N=C/c2ccc(C(=O)O)cc2)cc1 | x | 6% | -4% | 1.1%
36 | O=C(CSc1nncn1-c1ccccc1)NC1CCCc2ccccc21 (configuration not stated) | 0% | -5% | 7% | 2.1%
37 | C#CC[N+]1(CC#Cc2ccccc2)CCCCC1 | -4% | 8% | -3% | 3.3%
38 | Cc1cc(C(=O)CSc2nc(N)cc(=O)[nH]2)c(C)n1CCc1ccc(Cl)cc1 | -4% | 47%[activator][38.3 µM] | -7% | -5.7%
39 | CCOC(=O)CCCCNC(=O)Nc1ccccc1 | -4% | -3% | -9% | -0.3%
40 | Cn1c(=NC(=O)C(C)(C)C)sc2cccc(F)c21 | x | x | 15% | -1.1%

no. | L3MBTL1 block | NPSR antag | HTT aggregate
33 | 6% | -24%[46.1 µM] | 4%
34 | 6%&1% | -3% | -4%&-18%
35 | x | -16% | 8%
36 | 1% | 7% | -8%
37 | x | 19% | -5%
38 | x | -28%[46.1 µM] | u
39 | 17% | 7% | 11%
40 | 18% | 1% | -13%[9.22 µM]

Remaining list, next part
no. | SMILES | Luc counter | IMPase Li inh | CBFb RUNX1 block | Epigenetic derep
41 | O=C(Cc1cc(=O)[nH][nH]1)N/N=C/c1c(Cl)cccc1Cl | 3%&0% | 17%&4% | 3%&-3% | 0.0%&0.0%
42 | CCC(C)NS(=O)(=O)c1ccc(OCC(=O)N2CCC(C)CC2)cc1 (configuration not stated) | 3% | 12% | -3% | -1.0%
43 | COc1ccc(OCC(=O)Nc2ccc3c(c2)nc(CN2CCN(C(C)=O)CC2)n3C)cc1 | x | x | 7% | 0.0%
44 | CCOC(=O)CNC(=O)C1CCCc2c1[nH]c1ccc(Cl)cc21 (configuration not stated) | 0% | 10% | 0% | 6.5%
45 | Cc1ccc(C)c(NC(=O)CN(C)S(=O)(=O)c2ccc(F)cc2)c1 | -1% | 30%[38.3 µM] | 4% | 0.0%
46 | CCC(c1n[nH]c(=S)n1-c1ccccc1)N(C)C (configuration not stated) | 0% | -1% | 4% | 1.1%
47 | C[C@@H](Cc1ccccc1)Nc1ncnc2c1ncn2[C@@H]1O[C@H](CO)[C@@H](O)[C@H]1O | x | -10% | 18% | 0.0%
48 | COc1nc(N(C#N)CC(N)=O)nc(N2CCCC2)n1 | 0% | -3%[38.3 µM] | 1% | -1.1%

no. | L3MBTL1 block | NPSR antag | HTT aggregate
41 | -8%&-14% | 0%&-1% | 7%&-10%
42 | 12%[11.4 µM] | 10% | -5%
43 | -6% | 14% | 3%[9.22 µM]
44 | 41%[activator] | 1% | -6%[9.22 µM]
45 | x | -6%[46.1 µM] | -2%
46 | 3% | -16%[46.1 µM] | -2%
47 | x | x | x
48 | 11% | 10%[46.1 µM] | 7%

(listing goes on)
no. | SMILES | Luc counter | IMPase Li inh | CBFb RUNX1 block | Epigenetic derep
49 | CCOC(=O)C1(C)NC(c2cccs2)C2C(=O)N(c3ccc(C)cc3)C(=O)C21 (configuration not stated) | 1% | 6% | 6% | 0.0%
50 | Cc1ccccc1CNc1nnnn1C | 1% | 0% | 1% | 2.4%
51 | Cc1cc(C)n(CCc2nc(-c3ccc(C(C)(C)C)cc3)cs2)n1 | x | x | -2% | -0.9%
52 | CC(Oc1ccc(Cl)cc1)c1ccnn1S(=O)(=O)c1ccccc1 (configuration not stated) | -1% | 4%[38.3 µM] | 22% | -1.9%
53 | Clc1ccc(OCc2nnc(-c3ccccc3Br)o2)cc1 | -5% | -4%[38.3 µM] | 14% | -7.8%
54 | Cc1cc(Cl)ccc1OC(C)C(=O)Nc1ccc([N+](=O)[O-])cn1 (configuration not stated) | -1% | 6% | -29% | -1.0%

no. | L3MBTL1 block | NPSR antag | HTT aggregate
49 | -1% | 8% | 2%
50 | 3% | 14% | 5%
51 | 11% | 1%[46.1 µM] | -23%
52 | 24% | u | -15%
53 | 57%[activator] | u | -31%
54 | -5% | -16% | -8%

3 compounds picked at random from the list so far, as already listed:
no. | SMILES | Luc counter | IMPase Li inh | CBFb RUNX1 block | Epigenetic derep
54 | Cc1cc(Cl)ccc1OC(C)C(=O)Nc1ccc([N+](=O)[O-])cn1 (configuration not stated) | -1% | 6% | -29% | -1.0%
53 | Clc1ccc(OCc2nnc(-c3ccccc3Br)o2)cc1 | -5% | -4%[38.3 µM] | 14% | -7.8%
51 | Cc1cc(C)n(CCc2nc(-c3ccc(C(C)(C)C)cc3)cs2)n1 | x | x | -2% | -0.9%

no. | L3MBTL1 block | NPSR antag | HTT aggregate
54 | -5% | -16% | -8%
53 | 57%[activator] | u | -31%
51 | 11% | 1%[46.1 µM] | -23%

These rows are one share of the data (hit frequency here may not be typical).
